PAFAH1B2 inh: PAFAH1B2 (human) inhibition | P68402 | hit rate 1.2% among 340,000 | inhibition, % at 3.39 µM | recombinant PAFAH1B2, FP-rhodamine activity probe, fluorescence polarization;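 active means inhibition above the mean of all tested compounds plus 3 SD, cut at about 24% in these data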;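 further: 0% = enzyme with DMSO and 100% = wells lacking PAFAH1B2; many of its hits are not listed in these tables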
PREPL inhibitor: inhibits the human prolyl oligopeptidase-like enzyme. AID 2751. inhibition, % at 5.96 µM. hit rate 0.68% among 320,000. recombinant PREPL, fluorescence polarization activity-based probe; in the data active means inhibition above about 43%;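 further: 0% = enzyme with DMSO and 100% = wells lacking enzyme; many of its hits are not listed in these tables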
PAD4 inh: blocks human protein arginine deiminase 4. Q9UM07. recombinant PAD4, RCA probe fluorescence polarization. inhibition, % at 6.36 µM. hit rate 0.41% among 330,000. AID 485272;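 active means percent inhibition above a cutoff equal to the mean of all tested compounds plus 3 SD, cut at about 15% in these data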;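 further: 0% = PAD4 with RCA probe and DMSO and 100% = probe without PAD4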
LYPLA2 inh: counter-screen for PME1 inhibitors: inhibitors of human LYPLA2 | recombinant LYPLA2, FP-Rh probe fluorescence polarization | inhibition, % at 5.9 µM | hit rate 0.38% among 320,000 | AID 2177;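 active means inhibition above the screen-wide mean plus 3 SD, limit set per campaign, cut at about 26% in these data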;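 further: 0% = LYPLA2 with DMSO and 100% = wells lacking LYPLA2 enzyme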
Target sequence (O95372 whole entry, looked up): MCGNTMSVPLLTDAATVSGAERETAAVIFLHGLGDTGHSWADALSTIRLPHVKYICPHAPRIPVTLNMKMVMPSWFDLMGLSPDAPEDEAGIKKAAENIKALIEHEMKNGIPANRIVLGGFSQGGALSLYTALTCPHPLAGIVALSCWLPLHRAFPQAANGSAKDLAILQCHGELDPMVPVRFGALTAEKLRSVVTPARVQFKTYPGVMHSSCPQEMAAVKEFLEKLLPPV
PAFAH2 inh: PAFAH2 (human) inhibition. Q99487. recombinant PAFAH2, FP-rhodamine activity probe, fluorescence polarization. inhibition, % at 3.39 µM. hit rate 0.99% among 340,000. AID 492956;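 active means inhibition above the mean over all tested compounds plus 3 SD, cut at about 30% in these data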;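 further: inhibitors block probe labeling of enzyme so polarization drops; 0% = enzyme with DMSO and 100% = wells lacking PAFAH2 protein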
GSTO1 counter: blocks human GSTO1 in RBBP9 counter-screen | AID 1974 | hit rate 1.1% among 300,000 | P78417 | inhibition, % at 5.96 µM | recombinant GSTO1, activity-based probe fluorescence polarization;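 active means inhibition above the campaign mean inhibition plus 3 SD, cut at about 35% in these data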;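 further: 0% = GSTO1-1 with DMSO and 100% = wells lacking GSTO1-1 enzyme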
Target sequence (P78417 whole entry, looked up): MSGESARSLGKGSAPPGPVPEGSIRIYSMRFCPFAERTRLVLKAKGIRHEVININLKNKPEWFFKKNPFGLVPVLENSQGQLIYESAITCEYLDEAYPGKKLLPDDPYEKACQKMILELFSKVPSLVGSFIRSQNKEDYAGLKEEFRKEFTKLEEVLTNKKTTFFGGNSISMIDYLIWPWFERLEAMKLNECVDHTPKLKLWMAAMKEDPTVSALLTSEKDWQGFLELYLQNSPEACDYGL
pPAFAH inh: inhibitors of human plasma PAF acetylhydrolase (pPAFAH). Q13093. recombinant pPAFAH, FP-rhodamine probe fluorescence polarization. inhibition, % at 3.39 µM. hit rate 1.5% among 330,000;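 active means inhibition above the mean inhibition across the screen plus 3 SD, cut at about 25% in these data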;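 further: inhibitors block binding of the rhodamine activity-based probe so polarization drops; 0% = enzyme with DMSO and 100% = wells lacking pPAFAH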
Target sequence (Q13093 whole entry, looked up): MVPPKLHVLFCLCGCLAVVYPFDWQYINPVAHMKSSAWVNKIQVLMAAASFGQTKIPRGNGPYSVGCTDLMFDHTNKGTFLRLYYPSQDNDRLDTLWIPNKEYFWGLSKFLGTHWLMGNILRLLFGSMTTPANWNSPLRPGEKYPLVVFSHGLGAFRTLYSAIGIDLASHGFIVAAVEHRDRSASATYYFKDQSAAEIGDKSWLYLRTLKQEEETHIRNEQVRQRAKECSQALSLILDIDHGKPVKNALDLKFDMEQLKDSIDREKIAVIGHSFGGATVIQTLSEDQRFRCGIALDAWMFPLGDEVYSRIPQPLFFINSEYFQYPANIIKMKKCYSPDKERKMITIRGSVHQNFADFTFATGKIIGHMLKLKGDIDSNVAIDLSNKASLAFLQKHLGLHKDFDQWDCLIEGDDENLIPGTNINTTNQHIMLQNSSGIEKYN
LYPLA1 inh: blocks human lysophospholipase 1, a PME1 counter-screen. O75608. recombinant LYPLA1, FP-Rh probe fluorescence polarization. inhibition, % at 5.9 µM. hit rate 0.16% among 320,000;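 active means inhibition above the mean of all tested compounds plus 3 SD, set per campaign, cut at about 14% in these data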;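 further: inhibitors block serine hydrolase probe labeling of LYPLA1 so polarization falls; 0% = enzyme with DMSO and 100% = wells lacking LYPLA1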
PAFAH1B3 FP inh: blocks human PAF acetylhydrolase 1B catalytic subunit 3; Q15102; recombinant PAFAH1B3, FP-rhodamine probe, fluorescence polarization; inhibition, % at 3.39 µM; hit rate 0.28% among 340,000;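 active means inhibition above the screen-wide average of all tested compounds plus 3 SD, cut at about 25% in these data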;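 further: 0% = enzyme with DMSO only and 100% = wells lacking PAFAH1B3 protein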
* hit, by the source's call; · = no result given. This is a subset (hit frequency here may not be typical).

SMILES	PAFAH1B2 inh	PREPL inhibitor	PAD4 inh	LYPLA2 inh	PAFAH2 inh	GSTO1 counter	pPAFAH inh	LYPLA1 inh	PAFAH1B3 FP inh
C=CCN(C(=O)c1ccccc1)C1CCS(=O)(=O)C1 (centres undefined)	4	-6	-2	-2	5	1	1	0	8
CC(=O)Nc1ccc(NC(=O)C2CCN(C(=O)NC3CCCCC3)CC2)cc1	-2	5	-6	1	2	-2	5	-3	-5
CCOC(=O)C(C)Sc1ncnc2c1nnn2-c1ccc(F)cc1 (centres undefined)	-2	9	0	4	3	1	6	-2	3
Cc1ccc(NC(=O)/C=C\C(=O)O)c([N+](=O)[O-])c1	3	0	-12	-4	-4	9	-4	-6	1
Cn1c(=NC(=O)CSCC(=O)N2CCOCC2)sc2ccccc21	1	2	0	0	0	3	0	-1	3
Cc1nc(SCc2ccc(C#N)cc2)n[nH]1	3	3	-1	-3	4	-2	-3	1	3
CCCCn1c(SCC(=O)Nc2cc(C)[nH]n2)nc2ccsc2c1=O	4	3	2	1	-2	5	-2	1	8
CCCn1nnnc1SCC(=O)NCc1ccc2c(c1)OCO2	3	21	1	2	-6	6	1	4	4
COc1cccc2cc(CC(=O)c3cc(C)ccc3C)c(=O)oc12	-1	10	2	1	0	1	5	-5	1
COC(=O)CN1C(=O)[C@H]2[C@@H](c3ccc(C)o3)N3C(=O)CN(CC4CC4)C(=O)[C@@]3(C)[C@H]2C1=O	5	3	2	1	8	6	3	6	6
CN(C)C(=O)CCSc1nnc(-c2ccncc2)o1	2	-3	-6	-1	1	-2	2	0	-2
COc1ccc(C2NS(=O)(=O)N=C2N)cc1 (centres undefined)	3	8	-5	32*	5	-3	3	4	3
Cc1ccc2c(c1)N(CC(=O)NCCCc1ccccc1)C(=O)c1cccnc1O2	1	10	-8	-6	-3	6	4	0	1
Cc1cc(C)n(-c2ccc(Cl)c(C(=O)OCC(N)=O)n2)n1	-2	3	2	-1	-3	-3	2	0	3
C=CCOC(=O)C1=C[C@@H](c2csc3ccccc23)C[C@@H](OCc2ccc(CO)cc2)O1	3	-2	-3	-6	1	3	7	-5	-4
CCC1=NN2C(=N)/C(=C\c3ccc(SCc4ccco4)o3)C(=O)N=C2S1	-13	-101	-97	-93	-19	-46	-9	-38	-66
COc1ccc(C2SCCN2C(=S)Nc2ccc(F)cc2)cc1 (centres undefined)	1	-6	-7	-7	-5	0	-5	-2	11
Cc1ccc(NC(=O)CSCC#N)cc1	0	5	2	1	-4	1	4	3	3
Nc1ccc2oc(=O)c3ccccc3c2c1	3	13	-5	6	4	15	-1	-1	0
COc1ccc2nc(SC(C)C(=O)NC3(C#N)CCCCC3)[nH]c2c1 (centres undefined)	2	19	-3	5	3	·	0	0	6
O=C(N/N=C/c1cccnc1)c1ccc2c(c1)OCCO2	2	1	2	2	6	-1	7	-2	12
Cc1ccc(S(=O)(=O)N2CCCCC2)cc1NC(=O)COC(=O)Cc1cccc2ccccc12	2	1	2	-34	-10	3	0	-18	-2
CC1(C)CCc2nc(SCc3ccccc3)c(C#N)cc2C1	3	-11	-2	-5	-3	-2	-1	-1	0
C/C(CCC1CC(C)OC1=O)=N\NC(N)=S (centres undefined)	-2	11	2	7	-8	4	5	7	9
Cc1ccc(NC(=O)c2ccc3c(c2)NC(=O)CS3)nc1	3	11	1	-2	7	-4	3	-6	6

Entries of single compounds from above. Order of screens: PAFAH1B2 inh	PREPL inhibitor	PAD4 inh	LYPLA2 inh	PAFAH2 inh	GSTO1 counter	pPAFAH inh	LYPLA1 inh	PAFAH1B3 FP inh
Cc1ccc(NC(=O)CSCC#N)cc1 in the list: 0	5	2	1	-4	1	4	3	3
C=CCOC(=O)C1=C[C@@H](c2csc3ccccc23)C[C@@H](OCc2ccc(CO)cc2)O1 in the list: 3	-2	-3	-6	1	3	7	-5	-4
CCOC(=O)C(C)Sc1ncnc2c1nnn2-c1ccc(F)cc1 (centres undefined) in the list: -2	9	0	4	3	1	6	-2	3
Nc1ccc2oc(=O)c3ccccc3c2c1 in the list: 3	13	-5	6	4	15	-1	-1	0

More structures follow.
SMILES	PAFAH1B2 inh	PREPL inhibitor	PAD4 inh	LYPLA2 inh	PAFAH2 inh	GSTO1 counter	pPAFAH inh	LYPLA1 inh	PAFAH1B3 FP inh
CC(C)c1ccc2nc(SCC(=O)NCC3CCCO3)c(C#N)cc2c1 (centres undefined)	3	-3	-2	-6	-5	-1	18	-7	6
CSc1ccc(/C=C(\C#N)C(=O)NC2CCCCC2)cc1	1	-2	-5	-5	0	-2	-6	-1	-4
Cc1sc(NC(=O)c2ccccc2)c(C(=O)NC(C)C)c1C	4	1	-1	5	-4	2	4	0	6
COc1ccc(N2CCN(S(=O)(=O)c3ccc4oc(=O)ccc4c3)CC2)cc1	2	-26	-7	7	-4	-1	2	2	10
Cc1ccc(S(=O)(=O)CNC(=S)c2cccc(Cl)c2)cc1	5	0	2	2	1	38*	0	-3	7
CCN(Cc1nc2ccccc2c(=O)[nH]1)C(=O)c1cccc(S(=O)(=O)N2CCc3ccccc32)c1	4	-5	-5	5	5	·	-1	5	-6
CCOC(=O)C1CCCN(C(=O)C2CCN(S(=O)(=O)c3cnc[nH]3)CC2)C1 (centres undefined)	-7	9	1	6	-4	1	0	1	-3
O=c1[nH][nH]cc1C=Nc1ccc(Cl)cc1	2	12	-2	3	-4	-1	1	3	-1
O=c1cc(O)n(C2CCCCCC2)c(=O)[nH]1	6	-2	-1	-4	-1	36*	2	-1	4
CC1CCc2[nH]c3ccc(C(=O)NCCCOC(C)C)cc3c2C1 (centres undefined)	8	15	-5	-4	3	22	5	1	3
O=C(NC(=S)Nc1nc(-c2ccc([N+](=O)[O-])cc2)cs1)c1ccco1	0	2	-3	-2	-5	-1	5	0	4
COc1ccc2cc(C(=O)C3CCCN(C(=O)c4cnn(C(C)C)c4)C3)ccc2c1 (centres undefined)	5	33	0	5	6	0	4	1	8
CCc1cc(=O)[nH]c(SCC(=O)Nc2cc(C)on2)n1	6	-8	3	-4	4	11	-4	-2	12
O=C(COc1ccc(/C=N/NC(=O)CSCc2ccc([N+](=O)[O-])cc2)cc1)NCc1ccco1	1	-15	-2	3	1	3	5	0	1
Cc1csc(=O)n1CC(=O)OCC(=O)NC(C)c1ccc(F)cc1 (centres undefined)	12	-1	-6	2	3	·	3	2	9
Oc1ccccc1/C=N/Nc1ccccc1	3	-8	0	3	0	5	9	-2	10
O=C(COC(=O)Cc1ccc(F)cc1)NCc1ccco1	-3	12	1	5	-2	2	12	-1	2
COc1ccc(COc2cccnc2N)cc1	4	3	3	-2	-7	10	1	1	7
COc1ccc(S(=O)(=O)Nc2cccc3c2O[C@H](CN(C)Cc2ccc(Oc4ccccc4)cc2)[C@@H](C)CN([C@H](C)CO)C3=O)cc1	-2	40	4	·	6	·	26*	·	4
Cc1ccc(-n2nc3ccc(N)cc3n2)cc1Cl	0	17	3	-9	6	44*	6	-1	5
CC(C)Cn1nc(NC(=O)c2ccco2)c2cc3ccccc3nc21	6	-1	0	-11	8	-6	1	0	2
CS(=O)(=O)c1ccc(Cl)c(NC(=O)Cc2ccsc2)c1	4	14	-4	-4	-1	2	4	-6	1
Cc1nn(C)c(C)c1S(=O)(=O)Nc1ccc2c(c1)OCO2	1	6	-2	-7	9	10	2	-3	5
N#Cc1ccccc1OCC(=O)NCCNC(=O)COc1ccccc1C#N	0	-2	0	2	-1	-1	4	1	2
COc1cc(OC)cc(-c2nnc(N(C)C(=O)c3ccncc3)s2)c1	11	3	3	-3	-8	-3	2	-3	6
Additional structures follow:
SMILES	PAFAH1B2 inh	PREPL inhibitor	PAD4 inh	LYPLA2 inh	PAFAH2 inh	GSTO1 counter	pPAFAH inh	LYPLA1 inh	PAFAH1B3 FP inh
CCCC(=O)Nc1sc(C(=O)Nc2cccc(N)c2)c(C)c1C(=O)OC	1	8	0	-2	0	11	-5	0	6
COC(=O)c1ccc(-c2csc(NC(=O)C3=COCCO3)n2)cc1	2	22	4	1	2	7	-9	-6	7
CCC(C(=O)NC(C)(C)C)N(Cc1ccc(F)cc1)C(=O)c1snc(C(N)=O)c1N (centres undefined)	4	16	0	-1	6	-2	-7	-3	-3
COc1cc(S(=O)(=O)NCC2COCCO2)ccc1-n1cnnn1 (centres undefined)	-1	1	2	-2	-3	1	2	0	4
O=C1c2cccc3cccc(c23)C(=O)N1CCCc1n[nH]c(=S)n1-c1ccccc1	6	-8	-2	-4	5	7	3	-3	6
Cc1nn(Cc2cccc(C(=O)N3CCCC(C)C3)c2)c(C)c1[N+](=O)[O-] (centres undefined)	4	-3	3	-2	2	0	-4	2	5
COc1ccc2nc(SCC(=O)NC3CCCC3)c(C)cc2c1	2	5	1	0	6	-7	6	3	3
Brc1ccc(-c2noc3c2-c2nc(C4CCCCC4)sc2CC3)cc1	-1	-6	3	-14	-5	8	-7	-3	9
Cc1cc(/C=N\NC(=O)CC(=O)NC2CCCCC2)c(C)n1-c1cccc(Cl)c1Cl	9	14	2	7	-9	6	18	0	-4
COc1ccccc1NC(=O)C1CCN(c2ncnc3c2nc2n3CCCCC2)CC1	-1	5	5	2	1	3	-3	-1	4
CC(C)C1N=C2c3ccccc3N=C(SCC#N)N2C1=O (centres undefined)	0	-9	-4	-2	-3	1	3	2	0
Cc1ccc(NCc2ccccc2O)c(C)c1	5	2	-4	2	-2	12	3	-3	-1
CC(C)c1nc(SCC(=O)NC2CCCC2)c2ccccc2n1	4	2	2	4	-3	1	6	3	1
O=C(NCC(O)c1ccccc1)Nc1cccs1 (centres undefined)	6	5	1	-1	3	2	4	-4	0
COc1cc(C(=O)Nc2ccc3nc4n(c(=O)c3c2)CCCCC4)cc(OC)c1OC	3	0	-3	-4	5	-6	2	-4	2
NC(=O)NC(CC(=O)NNC(=O)c1cccs1)c1ccc(Cl)cc1 (centres undefined)	4	1	2	·	0	·	5	·	7
Cc1c2ccccc2nc2c(F)c(NCCO)c(F)c(F)c12	14	40	11	8	25	62*	37*	3	19
CC(=O)N1CCOc2ccc(S(=O)(=O)NCCc3cccc(C)c3)cc21	1	-13	2	8	-3	33	5	5	5
CCCCCc1c(C)nc(SCC(=O)O)[nH]c1=O	-1	-2	-2	2	2	-1	3	-1	3
Cc1ccc(SCCC(=O)N(C)CC(=O)Nc2c(C)cccc2C)cc1	17	6	2	-6	4	1	9	-1	5
COc1ccc(CCNC2CC(=O)N(C3CCCCC3)C2=O)cc1OC (centres undefined)	3	-5	1	2	5	5	0	-2	12
Cc1nc2c(C#N)c(-c3ccc(Cl)cc3)ccn2n1	0	-5	3	4	7	-2	4	3	11
O=c1ccsn1Cc1ccccc1	3	4	6	-1	5	-3	-3	2	-2
COc1ccc(OCC(=O)N2CCCC(CO)(CCOc3ccccc3)C2)cc1 (centres undefined)	0	-11	-1	2	-4	-8	2	-2	-2
NC(=O)C1CCN(C(=O)c2ccc3c(=O)n(Cc4cccc(Br)c4)c(=S)[nH]c3c2)CC1	11	-3	1	-10	1	12	14	-9	-4
CCOC(=O)C1=C(C)N=c2s/c(=C/c3ccccc3)c(=O)n2C1c1ccc(OC)c(OC)c1 (centres undefined)	1	0	3	-2	-1	1	-1	1	5
COc1ccccc1NS(=O)(=O)c1cc(NC(=O)COc2ccccc2)ccc1N1CCOCC1	2	8	-7	·	-8	·	5	·	0
O=[N+]([O-])c1cccc(-c2ccc(/C=N/Nc3nc(N4CCCCC4)nc(N4CCCCC4)n3)o2)c1	0	0	-4	-5	-5	-2	2	0	7
Cc1ccc(NC(=O)CSc2ncccn2)cc1S(=O)(=O)N1CCCCC1	2	0	-3	-2	2	-2	4	0	0
COc1cccc(C2=NOC(C(=O)Nc3ccc(OC)c(OC)c3)C2)c1 (centres undefined)	5	-1	-8	-4	6	-6	2	-1	12

Screening results: PubChem, The Scripps Research Institute Molecular Screening Center
